IDH1 R132H inh = human IDH1 R132H inhibition; O75874; IDH1-R132H enzyme, NADPH consumption, diaphorase/resazurin fluorescence; Potency, µM (highest dose often 76.6 µM), without a hit: top-dose activity change, negative = inhibition, most hits filed as inhibitors; actives 0.093% (n = 390,000); AID 602179; also: % is scaled to controls: 0 for no effect and ±100 for the full control effect; nearly all actives have a fitted effect of over 65% in size
Target sequence (O75874 whole entry R132H, stated change not applied): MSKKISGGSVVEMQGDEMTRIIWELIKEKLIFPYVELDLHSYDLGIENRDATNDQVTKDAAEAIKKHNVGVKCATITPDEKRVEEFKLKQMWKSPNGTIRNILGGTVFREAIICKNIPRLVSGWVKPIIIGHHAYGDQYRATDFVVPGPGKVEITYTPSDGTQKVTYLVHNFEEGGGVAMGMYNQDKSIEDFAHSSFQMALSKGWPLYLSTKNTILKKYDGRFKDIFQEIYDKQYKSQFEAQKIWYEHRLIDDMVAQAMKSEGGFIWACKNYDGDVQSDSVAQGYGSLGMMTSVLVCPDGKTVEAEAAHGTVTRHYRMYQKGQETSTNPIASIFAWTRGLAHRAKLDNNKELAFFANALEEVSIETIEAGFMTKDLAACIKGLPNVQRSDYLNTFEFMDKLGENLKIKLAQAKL
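IDH1-R132H (0.5 ug/mL dispensed) in pH 7.5 Tris buffer was preincubated 30 min with compound, then given a substrate mix of 0.016 mM NADPH and 2 mM alpha-KG for 80 min at room temperature; remaining NADPH was read by diaphorase/resazurin fluorescence.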
Vif-APOBEC3F blk = Vif-A3F binding inhibition. HeLa A3F-eYFP + Vif (tagged APOBEC3F with the HIV-1 protein that degrades it), YFP fluorescence increase. Potency, µM (top dose mostly 46.1 µM), for the others: top-dose activity, negative = active. actives 0.2% (n = 390,000); also: % of control where 0% means no effect; nearly all actives have a fitted effect of over 65% in size
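Fluorescence increase (Ex 488/Em 500-530) after overnight compound treatment at 37 deg C flags inhibition of Vif-driven A3F-eYFP loss in stable HeLa A3F-eYFP/Vif cells seeded overnight beforehand.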
12-LOX inh = ALOX12 (human) lipoxygenase inhibition; purified 12hLO, xylenol orange hydroperoxide absorbance; Potency, µM (doses to about 108 µM), for the others: top-dose activity change, negative = inhibition, actives largely listed as inhibitors; actives 1.1% (n = 580,000); AID 1671190; also: % is scaled to controls: 0 for no effect and ±100 for the full control effect
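Hydroperoxide product was detected by ferrous iron/xylenol orange as the 573 to 405 nm absorbance ratio. Arachidonic acid at 40 uM (final) was turned over for 30 min at room temperature by 150 nM human 12hLO, pH 7.0 Hepes buffer, after 15 min compound preincubation.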
USP1 inh = inhibitors of human USP1/UAF1 deubiquitinase. O94782. recombinant USP1/UAF1, Ub-Rhodamine cleavage fluorescence. Potency, µM (top dose mostly 57.1 µM), without a hit: at the top dose activity change, negative = inhibition, actives largely listed as inhibitors. actives 0.23% (n = 390,000). AID 743255; also: % is scaled to controls: 0 for no effect and ±100 for the full control effect; nearly all actives have a fitted effect of over 60% in size; inactives centre near -12
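In this screen, compounds sit with the deubiquitinase complex (1nM) for 15 min at room temperature before Ub-Rho is added at 150nM final. Fluorescence rise is then followed for 6 reads every 60 seconds.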
TrxR1 inh = blocks rat thioredoxin reductase 1; O89049; recombinant rTrxR1, NADPH fluorescence consumption, selenite substrate; Potency, µM (series often up to 114 µM), inactives show top-dose activity change, negative = inhibition, hits mostly inhibitors; actives 1% (n = 390,000); AID 588453; also: % is scaled to controls: 0 for no effect and ±100 for the full control effect; nearly all actives have a fitted effect of over 65% in size
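Rat TrxR1 (90 nM in the dispensed reagent) was pre-reduced with 400 uM NADPH for 5 min at room temperature, then incubated with compound for 15 min. After 400 uM selenite was added, NADPH fluorescence (Ex 340/Em 450 nm) was followed for 8 min.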
Vif-APOBEC3G blk = blocks the Vif interaction with human APOBEC3G; AID 602310; Potency, µM (doses to about 46.1 µM), without a hit: at the highest dose activity, negative = active, usual class: inhibitors; actives 0.076% (n = 410,000); Q9HC16; HeLa A3G-eYFP + Vif (tagged APOBEC3G with the HIV-1 protein that degrades it), YFP fluorescence, overnight;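 also: % is scaled to controls: 0 for no effect and ±100 for the full control effect; nearly all actives have a fitted effect of over 60% in size; hits raise eYFP signal because A3G escapes Vif-driven loss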
Target sequence (Q9HC16 whole entry, looked up): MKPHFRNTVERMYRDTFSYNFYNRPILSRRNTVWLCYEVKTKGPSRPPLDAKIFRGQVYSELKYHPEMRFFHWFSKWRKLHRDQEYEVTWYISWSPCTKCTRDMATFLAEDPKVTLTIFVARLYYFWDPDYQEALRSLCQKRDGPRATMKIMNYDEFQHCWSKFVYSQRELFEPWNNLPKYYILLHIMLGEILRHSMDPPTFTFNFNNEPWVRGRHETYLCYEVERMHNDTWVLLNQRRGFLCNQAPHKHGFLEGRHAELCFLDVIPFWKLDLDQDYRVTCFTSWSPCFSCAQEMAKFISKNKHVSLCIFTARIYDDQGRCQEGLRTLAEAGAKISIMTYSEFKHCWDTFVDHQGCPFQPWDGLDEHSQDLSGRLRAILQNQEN
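Read-out is eYFP fluorescence (Ex 488/Em 500-530) from Vif-expressing HeLa A3G-eYFP cells; more signal means A3G escaped Vif-mediated degradation. Cells plated overnight, compound pinned in, incubated overnight at 37 deg C.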
TrxR1 substrate = substrates of rat thioredoxin reductase 1 | O89049 | purified TrxR1 substrate turnover, NADPH consumption readout | Potency, µM (top dose mostly 114 µM), without a hit: at the top dose activity change, negative = substrate turnover | actives 0.01% (n = 390,000) | AID 588456; also: % is scaled to controls: 0 for no effect and ±100 for the full control effect; nearly all actives have a fitted effect of over 50% in size
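Rat TrxR1, dispensed at 90 nM, was prereduced with 400 uM NADPH (final) for 5 min at ~22 deg C, then incubated with compound 15 min before 400 uM selenite. A first-read NADPH fluorescence drop versus no-compound background flagged substrates.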
RXFP1 agonist = activates the human relaxin receptor RXFP1; Q9HBX9; HEK293T-RXFP1 cAMP TR-FRET, 30 min; response scale: percent of porcine relaxin response, buffer zero; Potency, µM (series often up to 57.5 µM), inactives show top-dose activation, usual class: activators; actives 0.3% (n = 370,000); AID 2676; also: % is scaled to controls: 0 for no effect and ±100 for the full control effect; nearly all actives have a fitted effect of over 60% in size; many of its hits are not listed in these tables
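HEK293T cells stably expressing RXFP1 were pretreated with the PDE4 inhibitor Ro 20174, exposed to compounds for 30 min at 37C, lysed, and cAMP was read by TR-FRET. Data normalized to buffer (basal) and 29 nM porcine relaxin (100%).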
RGS4 inh = blocks human RGS4-accelerated GTP hydrolysis | P49798 | Transcreener GDP fluorescence polarization, RGS4-accelerated GTP hydrolysis | Potency, µM (titrated, usually from 114 µM), for inactives: top-dose activity change, negative = inhibition, actives largely listed as inhibitors | actives 0.039% (n = 390,000) | AID 504845; also: % is scaled to controls: 0 for no effect and ±100 for the full control effect; nearly all actives have a fitted effect of over 75% in size; some results filed as inactive show a strong effect at the top dose
Target sequence (P49798 whole entry, looked up): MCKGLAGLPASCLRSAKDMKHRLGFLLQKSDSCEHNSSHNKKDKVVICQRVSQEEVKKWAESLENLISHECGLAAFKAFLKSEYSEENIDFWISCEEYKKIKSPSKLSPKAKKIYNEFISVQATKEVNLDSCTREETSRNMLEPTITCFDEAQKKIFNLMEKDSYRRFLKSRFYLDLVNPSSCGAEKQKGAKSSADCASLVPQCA
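MLSMR compounds (23 nl, pin-transferred) preincubated 10 min at room temperature with a 500nM (2x) first reagent, then RGS4 at 900nM (2x) plus Transcreener GDP mix added; fluorescence polarization (620/688 nm) read before and after 90 min at 30 °C.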
The depositor's hits bear a star; ? = inconclusive; · = no result given; & = joins results of further samples; [ ] = another dose, or the depositor's remark. Calls follow the shape of the dose curve; as a rule, active = well fitted curve in the direction sought with a large enough effect; inconclusive = small, poorly fitted or top-dose-only effect, or another doubt; inactive = no such curve, though single readings can be large; an effect the other way counts as inactive or inconclusive. Potency is read from the fitted curve at half-maximal effect. A portion of the library; count on the stated rates, not on these rows.

compound	IDH1 R132H inh	Vif-APOBEC3F blk	12-LOX inh	USP1 inh	TrxR1 inh	Vif-APOBEC3G blk	TrxR1 substrate	RXFP1 agonist	RGS4 inh
CC(=O)Nc1nnc(SCC(=O)N2CCc3ccccc32)s1	-3.0%	-1.1%	12.6%	-17.1%	43.3%[activator]	3.3%	9.5%	5.9%	-6.7%
CC(=O)Oc1ccc(/C=C2/C(=O)N(c3ccccc3)N=C2C)cc1	-2.3%	2.3%	?	-22.0%	-22.7%	7.9%	2.1%	-2.3%	?
CSc1ccc(C(=O)N2CCC(CCC(=O)NC3CC3)CC2)cc1	5.0%	0.9%	-2.1%	-10.3%	5.8%	-1.5%	0.4%	0.4%	-2.0%
O=[N+]([O-])c1ccccc1CN1CCN(S(=O)(=O)Cc2ccccc2)CC1	4.8%	-14.5%	?	-2.9%	-11.7%	1.3%	-14.9%	-0.7%	8.9%
O=C(NNC(=S)Nc1ccccc1C(F)(F)F)C1CC1	-9.0%	-0.8%	119.6%[activator]	-7.8%	-0.5%	-0.7%	-3.6%	-0.5%	7.1%
Clc1cccc(-c2nnc(-c3ccno3)o2)c1	4.4%	-1.8%	94.2%[activator]	4.4%	-4.5%	2.2%	-3.3%	0.1%	0.3%
Cc1cccc2sc(NNC(=O)c3cc(=O)c4ccccc4o3)nc12	12.9%	-16.0%	31.6µM*	?	-17.6%	?	-5.3%	-1.9%	?
CCOc1cc(/C=C2/NC(=O)N(CC(=O)Nc3cccc(C)c3)C2=O)ccc1OCC(N)=O	6.3%	1.0%	-6.4%	-16.5%	27.8%[57.1 µM]	-3.4%	-15.6%[57.1 µM]	0.1%	-40.2%
CN(C1CCS(=O)(=O)C1)S(=O)(=O)c1cccs1 (stereo not given)	-0.3%	-0.4%	-12.8%	-18.5%	7.8%	2.3%	4.8%	-0.8%	-10.3%
Cc1[nH]c2ccccc2c1C(=O)C(=O)N1CCCc2ccccc21	0.2%	-1.5%	-13.6%	-8.1%	6.3%[57.1 µM]	-18.9%	8.4%[57.1 µM]	1.3%	-28.9%
CC(C)n1c(CSCc2ccc(Cl)cc2Cl)n[nH]c1=S	8.1%	-21.9%	44.7µM*	-16.2%	16.5%[57.1 µM]	-0.2%	-14.8%[57.1 µM]	-0.5%	?
Cc1ccccc1NC(=O)N1CCC(NC(=O)C2CCCCC2)CC1	7.4%	-2.3%	-13.0%	-18.9%	14.2%[0.0914 µM]	-2.6%	6.4%[57.1 µM]	-1.1%	-20.8%
CC(NC(=O)c1cc([N+](=O)[O-])cc([N+](=O)[O-])c1)C1CC2CCC1C2 (stereo not given)	0.0%	5.0%	?	-12.6%	7.1%	4.9%	-6.2%	-0.1%	-0.6%
O=C(CN1C(=O)NC2(CCCCCC2)C1=O)c1ccccc1	-0.4%	2.7%	·	-12.3%	11.5%	0.7%	7.1%	-0.1%	-6.4%
Cc1cccc(C(=O)NCC(=O)N2CCN(c3ccccn3)CC2)c1	2.5%	-8.0%	90.3%[activator]	-11.7%	9.7%	-1.3%	21.0%	·	1.3%
Cc1ccc(S(=O)(=O)Nc2cc(=O)[nH]c(SCc3ccc(Cl)cc3)n2)cc1	-0.9%	0.5%	?	-17.2%	-3.1%	-17.5%	-8.1%	0.5%	-4.5%
COc1ccc(-n2c(C)cc(C(=O)CSc3nn4c(=O)c(C(C)(C)C)nnc4s3)c2C)cc1	-1.6%	-15.1%	-24.8%	-2.6%	-11.0%	1.9%	-7.5%	1.9%	-3.4%
Cc1cccc(OCC(=O)O/N=C(\N)c2ccccn2)c1	0.9%	-6.5%	9.3%[57.4 µM]	-13.1%	8.0%[57.1 µM]	0.8%	8.8%[57.1 µM]	1.2%	3.3%
Cc1ccc(C(=O)O)cc1-n1c(=O)n(Cc2ccccc2)c(=O)c2[nH]cnc21	3.5%	1.8%	-2.8%	-15.9%	13.2%[57.1 µM]	2.7%	-20.1%[57.1 µM]	2.5%	-7.7%
CCOc1ccccc1/C=C/c1onc(C)c1S(=O)(=O)N1CCC(C(=O)NC(C)(C)C)CC1	-4.4%	9.4%	1.7%	-11.8%	28.4%	2.9%	3.8%	-1.2%	-8.3%
COc1ccc(NC(=O)c2cc(=O)[nH]c3ccccc23)cc1	-13.1%	7.0%	-12.8%&3.6%	-25.8%	10.4%	5.8%	-1.0%	-2.4%	12.7%
CSc1nsc2nc(=O)c(/C=C3\C(C)=Nc4ccccc43)c(N)n12	0.0%	?	-10.6%	-14.4%	-7.8%	-25.4%	-3.9%	1.5%	-22.0%
O=C1CC(N2CCN(c3ccccc3O)CC2)C(=O)N1Cc1ccccc1 (stereo not given)	16.9%	-2.4%	6.5%	-1.8%	18.8%	0.7%	-0.4%	-4.1%	-11.1%
CCC(CO)Oc1cc(NCc2ccc(C(C)(C)C)cc2)c2ncn(C(C)C)c2c1 (stereo not given)	-1.4%[38.3 µM]	-1.0%	-9.4%	?	16.7%	-0.2%	-9.1%	·	5.6%
CC(C)(C)c1ccc(C(=O)Nn2c(CCC(=O)O)ccc2-c2cccs2)cc1	-6.0%	1.3%	-20.8%	4.9%	-22.7%	-0.2%	7.2%[57.1 µM]	0.1%	-19.2%
CCN(C(C)=O)c1ccc(Oc2nc(OC)cc(OC)n2)cc1	9.6%	10.6%	-9.3%	9.0%	24.0%	-4.5%	5.8%	-2.8%	9.0%
CCCn1c(SCC(=O)Nc2ccccc2C(=O)OC)nc2c1c(=O)n(C)c(=O)n2C	3.4%	-3.7%	-6.4%	-6.4%	-10.6%	-1.0%	-10.0%	2.4%	-19.1%
COc1cccc(NC(=O)Cn2c(=O)n(-c3ccc(Cl)cc3)c(=O)c3oc4ccccc4c32)c1	17.0%	-5.3%	?	-26.3%	12.5%	-4.5%	-4.1%	6.5%	13.6%
CCc1ccc2[nH]c(=O)c(C(c3nnnn3CCOC)N3CCN(c4ccccc4F)CC3)cc2c1 (stereo not given)	3.2%	0.4%	?	-29.7%	0.7%[57.1 µM]	-2.7%	12.4%[57.1 µM]	-0.9%	-3.5%
COc1ccc(CC(=O)N[C@@H](CCSC)c2nc3ccccc3[nH]2)cc1	0.0%	-2.8%	-18.9%	-10.0%	-8.0%[57.1 µM]	7.0%	1.2%[57.1 µM]	3.9%	-9.5%
CCn1cc(C(=O)OCC(=O)N(C)C2CCS(=O)(=O)C2)c(=O)c2ccc(C)nc21 (stereo not given)	-0.7%	-12.4%	0.0%	-10.4%	2.5%	-3.7%	-6.1%	4.1%	-39.6%
COc1ccc(-c2nn3c(-c4cccc(C)c4)nnc3s2)cc1OC	10.1%	0.3%	14.8%	-8.3%	17.2%	?	4.7%	·	-16.1%
O=C(NC1CCCCCC1)c1c(O)c2ccccc2[nH]c1=O	5.6%	-2.4%	7.7%	-3.6%	10.1%	0.1%	-4.0%	2.8%	27.1%
C=C1CCN(C(C)C(=O)O)S(=O)(=O)c2ccccc21 (stereo not given)	0.2%[38.3 µM]	-1.1%	-25.6%	1.9%	-14.4%&-7.3%	-0.9%&5.8%	3.7%&-3.3%	2.1%	0.4%&7.1%
O=C1Nc2ccccc2Cc2ccccc21	-2.8%	-4.6%	-4.4%	-16.3%	·	2.4%	·	·	·
CCN(CC)c1ccc2cc(C(=O)NNC(=O)c3ccc(S(=O)(=O)N4CCCCC4)cc3)c(=O)oc2c1	0.9%	?	-16.8%	-1.5%	23.0%	0.1%	2.1%	-0.1%	-2.8%
COc1ccc(-c2nc3scc(CCNS(=O)(=O)c4ccc(C)cc4)n3n2)cc1	-12.5%	3.4%	-25.0%	-28.8%	10.5%[57.1 µM]	4.6%	-2.6%[57.1 µM]	0.8%	22.3%
O=C(C1CCN(S(=O)(=O)c2ccccc2)CC1)N1CCC1	-1.4%	2.1%	496.1%[activator]	-20.4%	22.0%	1.2%	2.1%	-0.3%	19.7%
Cc1ccc(S(=O)(=O)N2CCOCC2)cc1NC(=O)CN1C(=O)CN(C)C1=O	3.4%	1.8%	-6.3%	-16.0%	16.4%[57.1 µM]	2.5%	10.0%[57.1 µM]	5.6%	16.6%
COc1ccc(-c2nc(NC(=O)CSc3nnc4ccccn34)ns2)cc1	0.2%	-1.0%	-14.3%	-20.6%	9.2%	2.8%	22.6%	4.7%	-2.7%

Some values from the results shown:
CCc1ccc2[nH]c(=O)c(C(c3nnnn3CCOC)N3CCN(c4ccccc4F)CC3)cc2c1 (stereo not given) @ TrxR1 inh = 0.7%[57.1 µM]
COc1ccc(CC(=O)N[C@@H](CCSC)c2nc3ccccc3[nH]2)cc1 @ RGS4 inh = -9.5%
